Source: PubChem BioAssay
FBW7 act – FBW7 E3 ligase activators, primary screen, biochemical, AlphaScreen, human | actives 0.13% (n = 650,000) | AlphaScreen FBW7–phospho-cyclin E peptide binding, activator screen | normalized activity (activation), % at 26.1 µM | F-box/WD repeat-containing protein 7 (Homo sapiens), Q969H0; in the data active = normalized activity above about 1.9%;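 note: purified mutant Fbw7 with reduced substrate affinity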
Target sequence (Q969H0 whole entry, looked up): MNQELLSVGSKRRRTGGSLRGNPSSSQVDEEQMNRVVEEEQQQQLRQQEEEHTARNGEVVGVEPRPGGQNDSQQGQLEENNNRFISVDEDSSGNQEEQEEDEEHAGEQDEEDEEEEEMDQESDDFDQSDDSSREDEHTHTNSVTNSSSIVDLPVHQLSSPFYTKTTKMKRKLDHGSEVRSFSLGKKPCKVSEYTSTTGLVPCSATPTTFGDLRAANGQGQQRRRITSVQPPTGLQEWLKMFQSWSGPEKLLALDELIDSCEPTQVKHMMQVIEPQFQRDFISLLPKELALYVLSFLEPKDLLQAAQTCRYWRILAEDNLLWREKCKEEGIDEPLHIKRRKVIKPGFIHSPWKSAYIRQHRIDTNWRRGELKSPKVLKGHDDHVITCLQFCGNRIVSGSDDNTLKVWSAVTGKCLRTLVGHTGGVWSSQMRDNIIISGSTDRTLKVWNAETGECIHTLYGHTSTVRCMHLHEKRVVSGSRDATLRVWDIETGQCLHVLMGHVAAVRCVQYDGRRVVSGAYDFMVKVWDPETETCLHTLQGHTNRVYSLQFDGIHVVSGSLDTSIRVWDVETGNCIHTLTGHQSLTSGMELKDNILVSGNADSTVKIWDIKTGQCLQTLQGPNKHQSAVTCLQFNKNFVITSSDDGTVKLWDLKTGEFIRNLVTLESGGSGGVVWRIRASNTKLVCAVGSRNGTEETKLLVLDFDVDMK
TEAD-YAP inh – TEAD-YAP interaction inhibition, primary screen, TEAD-YAP interaction inhibitor project, luminescence, HEK-TIYL cells. TEAD-Gal4/YAP UAS-luciferase luminescence. inhibition, % at 9.12 µM. actives 1.4% (n = 640,000). AID 1259422, 2018; in the data active = inhibition above about 32%;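 note: 0% = median of test compound wells and 100% = reference inhibitor wells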
GPR151 ag – activators of human GPR151, primary screen, cell-based, PathHunter beta-arrestin, luminescence. G-protein coupled receptor 151 (Homo sapiens), Q8TDV0. PathHunter beta-arrestin GPR151 cells. activation, % at 11.2 µM. actives 1% (n = 650,000); in the data active = activation above about 4.9%;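 note: 0% = median of compound wells and 100% = cells with positive control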
Target sequence (Q8TDV0 whole entry, looked up): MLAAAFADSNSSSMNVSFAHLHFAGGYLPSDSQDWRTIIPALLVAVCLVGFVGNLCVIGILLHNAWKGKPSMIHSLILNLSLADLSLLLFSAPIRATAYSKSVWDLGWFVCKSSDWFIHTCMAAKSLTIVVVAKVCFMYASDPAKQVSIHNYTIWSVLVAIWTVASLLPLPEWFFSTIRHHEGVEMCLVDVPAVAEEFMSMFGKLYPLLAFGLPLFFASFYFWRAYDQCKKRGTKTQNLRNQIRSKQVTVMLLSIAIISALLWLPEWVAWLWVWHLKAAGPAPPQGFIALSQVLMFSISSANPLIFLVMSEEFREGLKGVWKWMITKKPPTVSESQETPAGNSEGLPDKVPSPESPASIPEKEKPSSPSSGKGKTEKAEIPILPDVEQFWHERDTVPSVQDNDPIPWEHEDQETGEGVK
MITF primary – MITF inhibitors, primary screen, biochemical, AlphaScreen, human; Microphthalmia-associated transcription factor (Homo sapiens), O75030; AlphaScreen MITF homodimerization, bead proximity signal; inhibition, % at 2.6 µM; actives 0.91% (n = 650,000); AID 1259374, 2018; in the data active = inhibition above about 50%;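 note: 0% = vehicle wells with protein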
* marks the source's active call; other numbers are inactive results.

Sample of the layout:
Under each structure – FBW7 act, TEAD-YAP inh, GPR151 ag, MITF primary
> COc1ccccc1C(=O)c1nc2ccccc2n1C
  0.1, -7, -1.4, 12
> N#Cc1c(SCc2ccc(Cl)c(Cl)c2)nc(N2CCOCC2)c2c1CCCC2
  0.6, 10, -0.5, 6

The list itself, from the start:
Under each structure – FBW7 act, TEAD-YAP inh, GPR151 ag, MITF primary
> COc1ccccc1C(=O)c1nc2ccccc2n1C
  0.1, -7, -1.4, 12
> N#Cc1c(SCc2ccc(Cl)c(Cl)c2)nc(N2CCOCC2)c2c1CCCC2
  0.6, 10, -0.5, 6
> C=CCNCc1c(C(=O)OCC)cnn1-c1nc2ccccc2s1
  0.1, -8, 1.3, 0
> Cc1cc(-c2nnc(CCC(=O)NCc3cc(F)cc(C(F)(F)F)c3)o2)no1
  -0.1, -19, -1.4, -12
> CCCCOC(=O)C1=C(C)NC(=O)NC1c1ccc(Cl)cc1 (configuration not stated)
  0.1, 7, 1.6, 1
> Cc1ccc2c(c1)N(CCCC(=O)Nc1cccc(C)c1C)C(=O)CO2
  -0.1, 1, 3.5, 3
> COC(=O)c1ccc(COC(=O)CCS(=O)(=O)c2ccc(C)cc2)cc1
  -0.2, 10, -0.6, 7
> Cc1ccc(NS(=O)(=O)c2c[nH]c3ccc([N+](=O)[O-])cc23)c(C)c1
  0.0, 5, -0.1, -5
> CCCCN(CC)C(=O)C1c2ccccc2C(=O)N(c2ccc(OC)cc2)C1c1ccc(OC)cc1 (configuration not stated)
  -0.1, -5, 1.8, 25
> COc1ccc(Cl)c2sc(NC(=O)c3ccccc3)nc12
  0.2, 0, -0.6, 4
> O=C(CCc1nnc(CCCc2ccccc2)o1)N1CCN(c2ccncc2)CC1
  -0.1, -15, -1.4, 11
> CCOC(=O)CC(NS(=O)(=O)c1ccc(OC)c(OC)c1)c1ccccc1Cl (configuration not stated)
  -0.1, 7, 3.0, 5
> CN(C(=O)c1cnc2n(c1=O)CCS2)c1ccccc1
  -0.1, -2, -0.7, 5
> COc1ccc2[nH]c3c(=O)n(CCCCC(=O)NCC(OC)OC)c(=S)[nH]c3c2c1
  0.1, 6, -1.2, 22
> O=c1ccc(Br)c[nH]1
  0.3, -13, 0.6, -7
> Cc1ccccc1Nc1nnc(SCC2CCCCO2)s1 (configuration not stated)
  0.1, -15, -7.9, 14
> Cc1ccc(/C=N/Nc2ccc(S(N)(=O)=O)cc2[N+](=O)[O-])s1
  -0.2, 1, -0.8, 2
> COc1cccc(-c2noc(C3CCCN(S(=O)(=O)c4cccc([N+](=O)[O-])c4)C3)n2)c1 (configuration not stated)
  1.1, 7, -1.0, 12
> CCOC(=O)C1(Cc2ccc(OC)cc2)CCN(S(=O)(=O)c2ccc(C)cc2)CC1
  0.1, -2, 1.4, 3
> CCCCNc1ccc(S(=O)(=O)N(CC)CC)cc1N
  0.1, -9, 0.2, 1
> O=C(CSc1nc(C2CC2)nc2ccccc12)Nc1cccc(O)c1
  0.3, -13, 2.1, 7
> Cc1c(CN2CCN(CC(C)C)C(CCO)C2)c(=O)n(-c2ccccc2)n1C (configuration not stated)
  0.0, 7, -0.1, 8
> O=C(Nc1ccncc1)c1ccccc1[N+](=O)[O-]
  0.0, 16, 0.3, -5
> Cc1cccc(-n2c(SCC(=O)N3CCCC3)nnc2-c2cccnc2)c1C
  -0.2, -4, 0.2, 0
> CC(=O)N1CCOc2cc(S(=O)(=O)Nc3ccc(C)cn3)c(C)cc21
  -0.3, 3, 1.5, 3
> O=C(CN1C(=O)CCSc2ccccc21)NCc1ccc(F)cc1
  -0.1, -2, -0.6, -12
> Cc1ccc(S(=O)(=O)NC(C)C(=O)Nc2cccc([N+](=O)[O-])c2)cc1 (configuration not stated)
  1.1, -1, -1.6, -2
> O=C(NCc1ccccc1Cl)c1ccc2nc(-c3ccccc3)c(-c3ccccc3)nc2c1
  -0.2, -8, -0.8, 9
> Cc1ccc(S(=O)(=O)N(CC(O)CN2CCCC2)c2cccc([N+](=O)[O-])c2)cc1 (configuration not stated)
  -0.1, 11, 0.3, 15
> COc1ccc(S(=O)(=O)ON=C2C=C(C)C(=O)C(C)=C2)cc1
  0.9, -14, 0.1, 40
> O=C(C1CC1)N(C1CC1)C1CCN(Cc2ccccc2)CC1
  0.1, 1, -1.9, 16
> CCOc1ccc(CSc2ncn[nH]2)cc1
  0.0, 6, -1.8, -5
> S=c1nn[nH]n1-c1ccc(Cl)cc1
  0.1, -1, -2.0, 10
> O=S(=O)(NCc1ccccc1)N1CCCCC1
  0.3, -4, 2.5, 14
> COc1cc(/C=N/NC(=O)c2nc3nc(C)cc(C)n3n2)ccc1O
  -0.3, 2, -0.6, 0
> O=C(Nc1ccnn1C1CCN(C2CCC2)CC1)c1ccc2c(c1)OCO2
  -0.1, 4, 0.5, 6
> O=C1CN(C(=O)c2ccc(Cl)cc2)C(c2ccccc2)c2cc(Cl)ccc2N1 (configuration not stated)
  0.0, 9, 0.4, 0
> CCc1c(C)sc(NC(=O)c2cc(OC)c(OC)cc2OC)c1C#N
  0.2, 8, 0.5, 18
> O=c1/c(=C/c2cn(Cc3ccccc3F)c3ccccc23)sc2nc3cc(Br)cnc3n12
  0.7, 1, -1.1, 7
> Cc1cc(OC(=O)C2CC(=O)N(c3ccc4ccccc4c3)C2)c(C(C)C)cc1NC1=NS(=O)(=O)c2ccccc21 (configuration not stated)
  0.1, 0, -0.7, 16

Part of the list above, field by field.
O=C1CN(C(=O)c2ccc(Cl)cc2)C(c2ccccc2)c2cc(Cl)ccc2N1 (configuration not stated)
  FBW7 act = 0.0
  TEAD-YAP inh = 9
  GPR151 ag = 0.4
  MITF primary = 0

O=C(CSc1nc(C2CC2)nc2ccccc12)Nc1cccc(O)c1
  FBW7 act = 0.3
  TEAD-YAP inh = -13
  GPR151 ag = 2.1
  MITF primary = 7

The listing continues:
Under each structure – FBW7 act, TEAD-YAP inh, GPR151 ag, MITF primary
> Cc1ccc(S(=O)(=O)/N=C(\CN2CCOCC2)N2CCCC2)cc1
  0.1, -9, 0.3, 13
> Cc1ccccc1-c1cccc(CN2CCc3nnc(CNC(=O)C4CCOC4)n3CC2)c1 (configuration not stated)
  -0.1, 4, 0.6, -7
> Cc1cccc2sc(NC(=O)C3(c4cccs4)CCOCC3)nc12
  -0.2, 5, 0.0, -9
> COCCNC(=O)/C(C#N)=C/c1cc(C)n(-c2ccc(Br)cc2)c1C
  -0.2, -47, -0.4, 2
> CCC(O)c1ccc(OCC(O)CN2CCCCC2)c(OC)c1 (configuration not stated)
  0.0, 10, 2.2, 38
> CCN(C(=O)c1cc2cc(OC)ccc2oc1=O)c1cccc(C)c1
  0.0, -2, -0.7, 5
> COC(=O)c1ccc(NC(=S)N2CCOCC2)cc1
  0.2, 5, 0.7, 14
> Cc1ccc(N2C(=O)c3ccc(C(=O)NC(C)C)cc3C2=O)cc1C
  -0.1, -5, -1.8, 17
> O=C1OC(c2cccc(Br)c2)=N/C1=C\c1c(Cl)cccc1Cl
  -0.1, -1, 0.2, 4
> Cc1ccc2cc(C#N)c(SCC(=O)NC(C)(C)C)nc2c1
  -0.1, -15, 0.9, 1

Going on with the list.
Compound | FBW7 act | TEAD-YAP inh | GPR151 ag | MITF primary
CCOC(=O)c1c[nH]c2ccc(C(=O)OC)cc2c1=O | 0.3 | 5 | -0.9 | 3
CC(=O)N1c2ccccc2NC2=C(C(=O)CC(C)(C)C2)C1c1ccc(Br)s1 (configuration not stated) | -0.1 | 8 | 0.9 | -6
CCCCNC(=O)C(=O)c1c(O)[nH]c2ccccc12 | 0.1 | 2 | 0.3 | 7
CCOC(=O)c1sc(N(Cc2nc(-c3ccccc3)oc2C)C(C)=O)c(C#N)c1C | -0.2 | 1 | 0.0 | 12
CCOC(=O)c1sc(=S)n(-c2cc(Cl)ccc2OC)c1N | 0.6 | 6 | 3.3 | 4
O=C(CCC(=O)OCC(=O)c1ccccc1)Nc1ccccc1Cl | 0.0 | -8 | -0.5 | -1
Nc1nc(OCc2ccccc2)c2[nH]cnc2n1 | 0.2 | 2 | 1.2 | 7
CC(=O)Nc1ccc(NC(=O)CSc2nnc(-c3ccccc3)n2N)cc1 | -0.1 | 1 | 0.1 | 17
Cc1cccc(-c2nc3cc(NC(=S)NC(=O)c4ccco4)ccc3o2)c1 | 0.1 | -10 | 0.1 | 7
CCOC(=O)C1=C(C)N=c2s/c(=C\c3ccc(OCc4ccccc4)cc3)c(=O)n2C1c1ccc(SC)cc1 (configuration not stated) | 0.1 | -2 | -0.3 | -11
CCCCCCNc1nc(Nc2ccc(I)cc2C)nc(N2CCOCC2)n1 | 0.5 | 3 | -0.9 | 10
COc1ccc(CCNC(=O)c2ccnc(N3CCN(c4ccccn4)CC3)c2)cc1 | 0.0 | 11 | 2.7 | -11
CC(=O)NCCNc1ncnc2sc3c(c12)CCCC3 | 0.0 | -5 | 0.0 | 1
Cc1ccc(NC(=O)c2ccco2)cc1S(=O)(=O)Nc1cc(C)c(C)c(NS(=O)(=O)c2cc(NC(=O)c3ccco3)ccc2C)c1 | 0.0 | 9 | 1.2 | 2
Cc1ccc(C2C=C(c3cccnc3)Nc3nc4ccccc4n32)cc1 (configuration not stated) | -0.1 | -19 | -3.5 | 2
O=C(CCc1nc(-c2ccccc2)no1)Nc1cccc(Cl)c1 | 0.1 | -9 | -0.2 | 8
COc1ccc(CNC(=O)c2ccc(CS(=O)(=O)c3ccccc3OC)o2)cc1 | 0.2 | -5 | -1.1 | -1
Cc1ccc2c(c1)Cc1nc3ccccc3nc1-2 | 0.1 | 65* | -9.8 | -1
O=S(=O)(c1ccc(F)cc1)N1CCCC(c2nc(-c3ccc(Cl)cc3)no2)C1 (configuration not stated) | 0.2 | -6 | 1.5 | 21
C[C@H](Cn1nnc2ccccc21)NC(=O)c1ccc(Cn2cccn2)o1 | 0.1 | 6 | -0.4 | 1
COC(=O)c1ccc(-c2cnn3ccc(NCc4cccnc4)nc23)cc1 | -0.5 | -9 | 0.1 | -15
C=CCN1C(=O)/C(=C/c2cc(C)n(-c3ccc(C(=O)O)cc3C)c2C)C(=O)NC1=S | -0.1 | 5 | 2.3 | 27
CCS(=O)(=O)NCCc1csc(-c2ccccc2)n1 | 0.4 | -15 | -1.1 | 8
Cc1cc(-c2cncnc2C2CCN(CC(=O)Nc3nc(C)cs3)CC2)on1 | 0.0 | 17 | 0.3 | 11
CCS(=O)(=O)N1CCN(c2ccc([N+](=O)[O-])c(-n3nc(C)cc3C)c2)CC1 | 0.2 | 0 | 0.3 | 10
Cc1c(NC(=O)Nc2ccc(Cl)c(C(F)(F)F)c2)c(=O)n(-c2ccccc2)n1C | -0.1 | 5 | 0.3 | -5
CC(C)C[C@@H]1NC(=O)[C@@H]2C[C@H](NC(=O)Nc3ccc(C(F)(F)F)cc3)CN2C1=O | 0.0 | -11 | -0.2 | -3
CCOC(=O)N1CCN(S(=O)(=O)c2ccc(F)c(C(=O)Nc3ccc(Cl)c(Cl)c3)c2)CC1 | -0.1 | -1 | 0.5 | -11
COc1cccc(C(=O)Nc2ccccc2C(=O)NNC(C)=O)c1 | -0.1 | -4 | 0.6 | 6
Cc1noc(C)c1COC(=O)[C@H](C)N=C1NS(=O)(=O)c2ccccc21 | 0.1 | -8 | 1.8 | 3
N#Cc1ccc(OCC(=O)NCc2nc3ccccc3[nH]2)cc1 | 0.0 | 2 | -0.5 | 4
CCCNS(=O)(=O)c1ccc2c(c1)NC(=O)C(C)C(=O)N2 (configuration not stated) | 0.1 | 5 | -0.3 | 7
COC(=O)c1ccc2nc(NC(=O)COC(=O)c3ccc(Br)o3)sc2c1 | -0.3 | -2 | -1.7 | -4
CCC1Oc2ccc(C)cc2N(CC(=O)N(Cc2ccc(C)o2)C2CCCC2)C1=O (configuration not stated) | 0.1 | 4 | 1.9 | 19
CN(C(=O)c1cccc(F)c1)c1nc(-c2ccccc2)cs1 | -0.3 | -14 | 3.5 | -3
COc1ccc(-c2[nH]nc3nc(-c4cccc([N+](=O)[O-])c4)cc(C(=O)O)c23)cc1 | 0.0 | 4 | 2.0 | -3
CC1=CC(C)(C)N(C(=O)CN2C(=O)C3CCCCC3C2=O)c2ccccc21 (configuration not stated) | -0.1 | 2 | 0.0 | 5
O=C(Cn1cnc([N+](=O)[O-])n1)N1CCOCC1 | -0.1 | -9 | 0.3 | 0
COc1ccc(CNC(=O)CCNC(=O)NC23CC4CC(CC(C4)C2)C3)cc1OC | 0.2 | 3 | 4.0 | 8
COC(=O)C1=NNC2C(=O)N(c3cc(C(C)=O)ccc3OC)C(=O)C12 (configuration not stated) | 0.0 | -2 | -1.3 | 6
O=c1oc2ccccc2cc1-c1csc(N/N=C/c2ccc([N+](=O)[O-])cc2)n1 | 0.5 | 13 | 0.8 | 9
NC(=O)Cn1c(=O)n(-c2cccc(Cl)c2)c(=O)c2c3c(sc21)CCCC3 | 0.4 | -2 | 0.9 | 6
O=C1CSC(c2ccc([N+](=O)[O-])cc2)N1CCc1ccccc1 (configuration not stated) | -0.1 | -8 | -1.0 | 0
O=C(CSc1nn2cnnc2s1)N1c2ccccc2Sc2ccccc21 | -0.1 | -8 | 1.2 | 10
O=C(Cc1ccc(Br)cc1)Nc1ccccc1F | 0.2 | -32 | -0.6 | 7
Cc1ccc(S(=O)(=O)c2c[nH]c3ccc(C)cc3c2=O)cc1 | 0.0 | -1 | 0.2 | 1
Cc1cc(NC(=S)N(C)C)ccc1Br | -0.1 | -6 | 2.1 | -1
CC(C)CC(NC(=O)CC12CC3CC(CC(C3)C1)C2)C(=O)Nc1nccs1 (configuration not stated) | -0.2 | 2 | 1.2 | 9
